AHR activator: AHR activators, primary screen, cell-based, luminescence, luciferase reporter, human. Aryl hydrocarbon receptor (Homo sapiens), P35869. activation, % at 5 µM. 2.5% of 320,000 active. AHR-responsive luciferase reporter cells; in the data active = activation above about 47%;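 also: 0% = vehicle wells and 100% = reference agonist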
GASC-1 inh: inhibitors of GASC-1 histone demethylase, primary screen, biochemical, fluorescence, DELFIA europium | AID 2099, 2009 | GST-JMJD2C(1-420) H3K9me3 demethylation | inhibition, % at 2.35 µM | Lysine-specific demethylase 4C (Homo sapiens), Q9H3R0 | 0.069% of 330,000 active;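 active = more than half of a compound's replicate wells show inhibition beyond 50%, single wells judged on their own value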;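 also: signal counts dimethyl H3K9 product captured on neutravidin plate; 0% = median of DMSO wells and 100% = 0.3 times that DMSO median; strong numbers were not always called active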
Target sequence (Q9H3R0 1-420 limits assumed): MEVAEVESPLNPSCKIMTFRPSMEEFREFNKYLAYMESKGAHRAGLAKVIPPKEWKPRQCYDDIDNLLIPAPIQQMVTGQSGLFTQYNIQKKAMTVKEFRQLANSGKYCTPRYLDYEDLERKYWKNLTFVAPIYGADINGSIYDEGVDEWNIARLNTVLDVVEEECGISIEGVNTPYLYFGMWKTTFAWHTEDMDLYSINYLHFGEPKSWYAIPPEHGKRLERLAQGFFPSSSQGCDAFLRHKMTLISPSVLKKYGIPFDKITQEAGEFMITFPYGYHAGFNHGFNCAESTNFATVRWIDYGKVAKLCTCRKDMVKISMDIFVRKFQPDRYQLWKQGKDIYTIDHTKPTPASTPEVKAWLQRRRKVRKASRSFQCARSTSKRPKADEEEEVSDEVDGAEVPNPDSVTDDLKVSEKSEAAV
CR mimetic SO: reduction of superoxide in aged yeast, primary screen, HTS. 0.18% of 330,000 active. S. cerevisiae aged cells, superoxide DHE fluorescence; stronger effect = lower value. superoxide response (% of plate mean), % at 10 µM. AID 2690, 2010;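 active = superoxide response under a set limit, about three screen SD below normal, cut at about 65% in these data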;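 also: yeast aged for seven days with compound at 30 °C before DHE staining; 100% = average MFI of all compound-treated wells on the plate with controls excluded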
procasp3 activ: activators of human procaspase-3 D3A mutant, primary screen, biochemical, absorbance, PC-3 D3A mutant, single concentration; 0.11% of 330,000 active; Caspase-3 (Homo sapiens), P42574; activation, % at 8.5 µM; recombinant procaspase-3 D3A, Ac-DEVD-pNA absorbance 405 nm;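 active = activation above the mean of all tested compounds plus 3 SD, cut at about 21% in these data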;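 also: 0% = DMSO alone and 100% = DMSO wells spiked with extra 5 µM PC-3 D3A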
Target sequence (P42574 whole entry D9A/D28A/D175A): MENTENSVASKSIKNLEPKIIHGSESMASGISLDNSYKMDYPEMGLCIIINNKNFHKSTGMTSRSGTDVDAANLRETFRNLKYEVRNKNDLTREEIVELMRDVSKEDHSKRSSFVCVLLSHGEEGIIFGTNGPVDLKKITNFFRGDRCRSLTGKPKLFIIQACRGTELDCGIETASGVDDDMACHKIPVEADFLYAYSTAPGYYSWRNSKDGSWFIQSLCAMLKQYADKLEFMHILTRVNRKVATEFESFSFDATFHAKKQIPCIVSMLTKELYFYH
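Assay system: Procaspase-3 D3A mutant, all three cleavage aspartates alanine. Buffer or medium: Zinc-free HEPES saline buffer with Triton X-100. Times: 1 h compound preincubation, 2 h substrate hydrolysis at 25 °C. Measured by: 405 nm absorbance of p-nitroaniline, reads at 0 and 120 min. Read-out basis: percent activation relative to control range. Replicates: singlicate.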
RPL19A TOR yeast: RPL19A-GFP expression modulators in yeast, primary screen, cell-based, S. cerevisiae, multiplex flow cytometry, MLPCN. AID 2025, 2009. 0.3% of 330,000 active. S. cerevisiae RPL19A-GFP strain, 3 h; stronger effect = lower value. percent response vs DMSO, % at 10 µM;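 active = percent response vs DMSO below 50%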;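 also: median channel GFP fluorescence of the barcoded RPL19A-GFP strain; ratio of sample median GFP to plate DMSO average so 100% = DMSO; lower means less RPL19A-GFP as with rapamycin TOR inhibition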
LAP4-GFP MLPCN: modulators of LAP4-GFP expression in yeast, primary screen, S. cerevisiae, multiplex flow cytometry, MLPCN library; 3 h; median GFP as percent of DMSO wells; GFP response vs DMSO, % at 10 µM; 0.34% of 320,000 active;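 active = GFP response vs DMSO above a set limit, about the screen mean plus 3 SD, cut at about 150% in these data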
procasp7 counter: procaspase-7 activators, primary screen, counter-screen for procaspase-3 activator project, biochemical, absorbance, HTS, human. Caspase-7 (Homo sapiens), P55210. recombinant procaspase-7, Ac-DEVD-pNA absorbance 405 nm; D23A/D198A/D206A triple mutant, cannot self-cleave; scale: DMSO 0, 5 µM enzyme 100. activation, % at 8.5 µM. 0.093% of 330,000 active. AID 463210, 2010;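 active = percent activation above the screen-wide mean plus 3 SD, cut at about 25% in these data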
Target sequence (P55210 whole entry D23A/D198A/D206A): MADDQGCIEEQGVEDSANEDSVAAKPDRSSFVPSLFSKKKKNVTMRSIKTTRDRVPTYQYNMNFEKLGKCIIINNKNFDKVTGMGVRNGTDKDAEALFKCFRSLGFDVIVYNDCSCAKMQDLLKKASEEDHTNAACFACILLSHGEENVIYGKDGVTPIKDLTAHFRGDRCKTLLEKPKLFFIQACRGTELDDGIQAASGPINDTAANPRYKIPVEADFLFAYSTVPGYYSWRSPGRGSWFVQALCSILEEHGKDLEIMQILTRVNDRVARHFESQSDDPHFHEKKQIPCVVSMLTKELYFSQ
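Test system: Procaspase-7 triple mutant (PC-7 D3A). Also added: Ac-DEVD-pNA substrate, 400 µM as added. Schedule: 1 h enzyme–compound preincubation and 2 h substrate reaction, both 25 °C. Signal: p-Nitroaniline absorbance at 405 nm, read at 0 and 120 min. Control set: low DMSO alone, high DMSO plus 5 µM PC-7.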
MEP2 TOR yeast: modulators of MEP2-GFP levels in yeast, primary screen, S. cerevisiae, multiplex flow cytometry, MLPCN library | 0.51% of 330,000 active | S. cerevisiae MEP2-GFP strain, 3 h; 100% = DMSO control level | AID 2016, 2009 | GFP response vs DMSO, % at 10 µM;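 active = GFP response versus DMSO above a set limit, roughly screen mean plus 3 SD, cut at about 180% in these data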;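 also: median GFP fluorescence of the barcode-gated MEP2-GFP cells per well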
Active calls of the source: *; / = not tested or not shown; & = joins results of further samples.

nr	SMILES	AHR activator	GASC-1 inh	CR mimetic SO	procasp3 activ	RPL19A TOR yeast	LAP4-GFP MLPCN	procasp7 counter	MEP2 TOR yeast
1	COC(=O)c1ccc2c(=O)n(CCN3CCOCC3)c(SCC(=O)c3ccccc3)nc2c1	0	-3	91	3	98	100	-2	104
2	CCCC(C(=O)NC1CCCCC1)N(CC1CCCO1)C(=O)CNS(=O)(=O)c1ccc(F)cc1 (stereo not drawn)	7	24&-2	96	-1	101	98	11	102
3	CCc1ccccc1OCC(=O)Nc1cc(S(=O)(=O)N(CC)CC)ccc1N1CCOCC1	-1	2	94	-5	99	104	-1	101
4	CCc1c(C)c2ccc(OC3CCCCC3=O)cc2oc1=O (stereo not drawn)	1	4	118	4	107	99	4	111
5	COc1ccc(NC(=O)C2CC(=O)N(CCc3ccc(F)cc3)C2)c(OC)c1 (stereo not drawn)	1	12	84	2	106	91	0	102
6	CCN(CC)CCN1C(=O)c2oc3ccccc3c(=O)c2C1c1ccc(F)cc1 (stereo not drawn)	5	5	95	-18	95	101	-42	94
7	O=C(Nc1nc(-c2ccccc2)c(C(=O)c2ccccc2)s1)c1ccc(S(=O)(=O)N2CCCC2)cc1	-3	5	97	-3	112	108	0	108
8	C=CCn1c(SCc2ccc(F)cc2)nc2c1c(=O)[nH]c(=O)n2C	0	-3	98	2	104	110	-10	106
9	CC(C)C(NS(=O)(=O)c1cccs1)C(=O)Nc1nc(C(C)(C)C)cs1 (stereo not drawn)	-2	-9	108	-6	110	102	-3	109
10	O=C(NCCCCCCNC(=O)c1ccc(Br)s1)c1ccc(Br)s1	1	3	97	6	98	101	5	101
11	CN(C)c1nc(-c2ccccc2)cc(C(F)(F)F)c1C#N	6	-2	105	16	90	86	14	90
12	O=C(COc1ccc(Cl)cc1)NNC(=O)c1ccc(=O)[nH]c1	0	8	89	4	102	103	11	114
13	CCC(C)(C)n1nnnc1C(c1ccc2ncccc2c1)N1CCN(c2nc3ccccc3s2)CC1 (stereo not drawn)	0	-8	101	-7	102	109	-11	106
14	NS(=O)(=O)c1ccc(NC(=S)NC(=O)c2ccc(Br)o2)cc1	3	-7	94	-7	102	108	-12	93
15	CCOc1ccccc1Nc1nc(-c2sc(C)nc2C)cs1	33	2	104	-4	106	111	9	108
16	C/C(=N\Nc1ccc(Cl)cc1)c1ccncc1	68*	1	111	-9	100	99	0	105
17	CC(CCc1ccccc1)NC(=O)CN(C)Cc1ccccc1F (stereo not drawn)	6	34	108	0	120	107	-8	106
18	COCCN(C(=O)CCl)C(C(=O)NC1CCCCC1)c1ccccc1C (stereo not drawn)	-2	-33	105	-9	99	91	-10	90
19	COC(=O)C1=C(C)NC(C)=C(C(=O)OC)C1c1ccco1	1	-15	84	-4	101	122	6	103
20	Cc1cnc(C)c(N2CCN(Cc3nc(-c4ccc(C)o4)oc3C)CC2)n1	3	8	104	-1	97	109	6	92
21	S=c1[nH]c(-c2ccccc2)cn1/N=C/c1ccc(Br)cc1	54*	/	82	0	83	88	-22	93
22	CCOc1ccc(NC(=O)CN2CCc3ccccc3C2)cc1	0	2	108	6	104	98	-6	102
23	Cc1cc(C)nc(-n2ncc3c2CC(c2ccccc2C)CC3=O)n1 (stereo not drawn)	3	-5	100	-4	99	101	6	100
24	O=C(Cc1c(F)cccc1Cl)Nc1cc(S(=O)(=O)N2CCOCC2)ccc1N1CCCC1	1	8	99	-3	96	90	-1	92
25	CCc1nn2c(NCCCO)cc(C)nc2c1-c1ccc(F)cc1	10	-7	90	13	88	73	3	89
26	Cn1c(CCC(=O)Nc2cc(S(C)(=O)=O)ccc2Cl)nc2cc(S(=O)(=O)N3CCOCC3)ccc21	-1	4	82	-12	95	102	1	104
27	O=[N+]([O-])c1cccc(-c2nnc3n2CCCCC3)c1	-3	-3	106	-14	93	92	2	95
28	CN(CCc1ccccn1)C(=O)Nc1ccc(Cl)cc1	2	2	90	-7	96	99	-7	102
29	Cc1ccc(CCCOC(=O)CN2CCCCC2)cc1	1	3	110	0	94	114	2	61
30	CCC1(C(=O)OC)NC(c2ccccc2OC)C2C(=O)N(C)C(=O)C21 (stereo not drawn)	1	6	103	11	90	/	-3	95

Exported screen by screen: part of the list above.
30. CCC1(C(=O)OC)NC(c2ccccc2OC)C2C(=O)N(C)C(=O)C21 (stereo not drawn)
5. COc1ccc(NC(=O)C2CC(=O)N(CCc3ccc(F)cc3)C2)c(OC)c1 (stereo not drawn)
8. C=CCn1c(SCc2ccc(F)cc2)nc2c1c(=O)[nH]c(=O)n2C
4. CCc1c(C)c2ccc(OC3CCCCC3=O)cc2oc1=O (stereo not drawn)
29. Cc1ccc(CCCOC(=O)CN2CCCCC2)cc1
16. C/C(=N\Nc1ccc(Cl)cc1)c1ccncc1
entry no.,30,5,8,4,29,16
AHR activator,1,1,0,1,1,68*
GASC-1 inh,6,12,-3,4,3,1
CR mimetic SO,103,84,98,118,110,111
procasp3 activ,11,2,2,4,0,-9
RPL19A TOR yeast,90,106,104,107,94,100
LAP4-GFP MLPCN,/,91,110,99,114,99
procasp7 counter,-3,0,-10,4,2,0
MEP2 TOR yeast,95,102,106,111,61,105

Further compounds.
nr	SMILES	AHR activator	GASC-1 inh	CR mimetic SO	procasp3 activ	RPL19A TOR yeast	LAP4-GFP MLPCN	procasp7 counter	MEP2 TOR yeast
31	O=C(NNC(=S)NC(=O)c1ccccc1[N+](=O)[O-])c1ccc(Cl)cc1Cl	-1	-3	110	-5	102	97	-6	99
32	Cc1cccc(C(=O)N/N=C/c2ccccn2)c1	7	36	107	5	97	97	-6	98
33	N#C/C(=C/c1cn[nH]c1-c1ccc(Br)cc1)C(=O)O	-1	7	110	9	113	99	2	103
34	CCCC(O)(CCC)C(=O)NN(C(=O)CCl)c1cccc(C)c1	9	-11	99	3	103	85	6	112
35	Cc1ccc(/C=N/NC(=O)c2cc(C3CC3)nc3ccccc23)o1	17	-1	94	8	97	90	1	98
36	COc1ccc(N2CCN(CC(=O)Nc3ccccc3SC)CC2)cc1	4	-15	78	-1	102	99	-1	99
37	COc1ccccc1C(=O)COC(=O)c1cccc(-n2cnnn2)c1	4	-5	90	1	100	99	-1	103
38	O=C(c1cccc(NS(=O)(=O)c2cccc([N+](=O)[O-])c2)c1)N1CCOCC1	2	-15	108	-4	98	104	-6	103
39	CCOc1cnc(-c2ccc(OC)cc2)o1	6	8	88	2	99	108	-5	109
40	Cc1cc(C)c2nc(SCc3ccc([N+](=O)[O-])cc3)nc(C)c2c1	-1	0	94	5	102	81	2	105
41	CC(c1ccccc1)c1nnc(NC(=O)Nc2ccccc2)s1 (stereo not drawn)	10	14	105	0	102	102	3	98
42	COc1ccc(C)cc1N(C(=O)c1ccc(F)cc1)c1nc2ccccc2s1	33	-3	93	-7	99	101	3	106
43	Cc1ccc(C)c(C(=O)CCC(=O)NCc2ccc(Cl)cc2)c1	-3	-23	106	1	99	88	5	95
44	COc1ccc(CCNC(=O)/C(C#N)=C2\N=C(NC(=O)c3cccs3)c3ccccc32)cc1	0	-16	103	-7	100	96	-9	96
45	C=CCn1c(COc2ccc(Cl)cc2)nnc1SCC(=O)N1CC(=O)Nc2ccccc21	3	4&0	92	-4	100	101	21	97
46	CCOC(=O)C(=NC1CCS(=O)(=O)C1)NNc1ccc(Br)cc1 (stereo not drawn)	2	8	98	-7	104	88	-5	96
47	COc1ccccc1N1CCSC1C(N)=O (stereo not drawn)	0	1	106	1	101	108	7	102
48	Cc1ccc(C)c(NC(=O)CCc2nnc3ccc(NCc4ccco4)nn23)c1	3	5	105	-9	102	89	-8	96
49	Cc1nn(-c2ccccc2)c2sc(C(=O)NNC(=O)COc3ccccc3)cc12	58*	-1	80	3	101	95	6	97
50	Cc1cc(C)nc(Nc2cccc(Cl)c2)n1	/	-3	97	/	102	97	/	107
51	COCCCN1CN(Cc2ccco2)CNC1=S	-2	-8	95	8	95	107	4	96
52	COc1ccccc1CC(=O)Nc1ccc(S(=O)(=O)N2CC(C)CC(C)C2)cc1 (stereo not drawn)	1	6	107	4	90	96	-6	91
53	CCc1cc(CNC(=O)CC2C(=O)NCCN2Cc2ccc(-c3ccccc3)cc2)on1 (stereo not drawn)	1	-1	83	-1	99	101	7	101
54	O=C(N/N=C/c1cn(-c2cccs2)nc1-c1ccccc1)c1ccc(O)cc1	11	6	96	1	99	99	-3	94
55	CC(=O)/C(=N\Nc1ccc(C)cc1)Sc1nncn1C	21	-4	97	-3	107	97	-5	106
56	CCOC(=O)c1c(NC(=O)CCc2ccc(CC)o2)sc(C)c1C	1	-4	84	0	96	99	-3	91
57	CN1CCCN(C(=O)/C=C/c2ccc(F)cc2)CC1	1	16	94	7	105	91	6	103
58	CCCCn1c(-c2ccc(OC(F)F)cc2)nc2c1c(=O)[nH]c(=O)n2CC(C)C	3	-1	112	6	100	94	3	99
59	Cc1nn(C)cc1C(C(=O)NC1CCCCC1)N(C(=O)Cc1cccs1)c1ccc(F)cc1 (stereo not drawn)	-1	-5	103	0	101	90	4	104

Whole records as entered above:
Cc1cc(C)nc(Nc2cccc(Cl)c2)n1 is entered as AHR activator: /; GASC-1 inh: -3; CR mimetic SO: 97; procasp3 activ: /; RPL19A TOR yeast: 102; LAP4-GFP MLPCN: 97; procasp7 counter: /; MEP2 TOR yeast: 107
CN1CCCN(C(=O)/C=C/c2ccc(F)cc2)CC1 is entered as AHR activator: 1; GASC-1 inh: 16; CR mimetic SO: 94; procasp3 activ: 7; RPL19A TOR yeast: 105; LAP4-GFP MLPCN: 91; procasp7 counter: 6; MEP2 TOR yeast: 103
COc1ccccc1C(=O)COC(=O)c1cccc(-n2cnnn2)c1 is entered as AHR activator: 4; GASC-1 inh: -5; CR mimetic SO: 90; procasp3 activ: 1; RPL19A TOR yeast: 100; LAP4-GFP MLPCN: 99; procasp7 counter: -1; MEP2 TOR yeast: 103

Reprinted at random: two records from the list
nr	SMILES	AHR activator	GASC-1 inh	CR mimetic SO	procasp3 activ	RPL19A TOR yeast	LAP4-GFP MLPCN	procasp7 counter	MEP2 TOR yeast
45	C=CCn1c(COc2ccc(Cl)cc2)nnc1SCC(=O)N1CC(=O)Nc2ccccc21	3	4&0	92	-4	100	101	21	97
31	O=C(NNC(=S)NC(=O)c1ccccc1[N+](=O)[O-])c1ccc(Cl)cc1Cl	-1	-3	110	-5	102	97	-6	99
